Screens as filed in PubChem BioAssay.
GLP1R inv ag – qHTS of GLP-1 Receptor Inverse Agonists (Inhibition Mode). Glucagon-like peptide 1 receptor (Homo sapiens), P43220. Potency, µM (series often up to 38.3 µM), for inactives: at the top dose activity change, negative = inhibition, hits mostly inhibitors. 410,000 compounds, 1.6% hits. HEK293 GLP-1R CRE-luciferase, luminescence, 24 h; GLP-1R form is constitutively active; further: on the % scale 0 is the no-effect control and ±100 the full control effect; nearly all actives have a fitted effect of over 55% in size
Target sequence (P43220 whole entry, looked up): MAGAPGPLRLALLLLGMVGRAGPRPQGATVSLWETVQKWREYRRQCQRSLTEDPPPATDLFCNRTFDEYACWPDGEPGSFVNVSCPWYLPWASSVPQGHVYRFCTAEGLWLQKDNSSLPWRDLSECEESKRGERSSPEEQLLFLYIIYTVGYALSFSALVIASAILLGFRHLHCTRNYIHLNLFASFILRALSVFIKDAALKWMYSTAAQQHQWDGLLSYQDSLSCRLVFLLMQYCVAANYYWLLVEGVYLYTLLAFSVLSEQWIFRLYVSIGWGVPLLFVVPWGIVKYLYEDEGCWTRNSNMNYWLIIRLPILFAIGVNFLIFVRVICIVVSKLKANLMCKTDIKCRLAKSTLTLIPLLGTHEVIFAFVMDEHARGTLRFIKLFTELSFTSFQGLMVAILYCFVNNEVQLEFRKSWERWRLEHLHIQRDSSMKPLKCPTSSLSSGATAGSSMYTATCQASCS
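HEK293 cells stably co-expressing constitutively active GLP-1R and a cAMP-responsive luciferase reporter were seeded in DMEM with 10% Nu serum, given compounds after 12 h, and incubated 24 h at 37 deg C. Luminescence was then read.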
SW480 rereplic – A quantitative high throughput screen for small molecules that induce DNA re-replication in SW480 colon adenocarcinoma cells; Potency, µM (highest dose often 46.1 µM), for the others: top-dose re-replication activation, actives largely listed as activators; 340,000 compounds, 1.8% hits; SW480 DNA re-replication, Hoechst DNA content imaging, 48 h; further: % of control where 0% means no effect; nearly all actives have a fitted effect of over 55% in size
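Cells (250 per well) received 23 nL compound or DMSO by pin tool and were kept 48 hr at 37 C, 5% CO2. Nuclei were then stained with Hoechst for 40 min and scanned for DNA content.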
GLP1R ag – qHTS of GLP-1 Receptor Agonists; Potency, µM (series often up to 45.6 µM), for inactives: top-dose activation, usual class: activators; HEK293 GLP-1R CRE-luciferase, luminescence, 4-6 h; cells express a hypersensitive GLP-1R form; Glucagon-like peptide 1 receptor (Homo sapiens), P43220; 380,000 compounds, 0.007% hits; further: % of control where 0% means no effect
KB-V1 MDR tox – qHTS assay for MDR1-selective chemotherapeutics: Primary screen using the drug-selected MDR subline cells KB-V1 | KB-V1 MDR cells viability, CellTiter-Glo, 72 h | 400,000 compounds, 3.4% hits | Potency, µM (titrated, usually from 46.1 µM), for the others: top-dose activity change, negative = cytotoxicity, usual class: cytotoxic | AID 1347076, 2019; further: on the % scale 0 is the no-effect control and ±100 the full control effect; nearly all actives have a fitted effect of over 60% in size
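qHTS viability screen in drug-selected KB-V1 MDR cells: 72 h compound treatment at 37 degrees C, ATP luminescence end point.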
KB-3-1 cytotox – qHTS assay for MDR1-selective chemotherapeutics: Primary screen using the parental adenocarcinoma cell KB-3-1 | KB-3-1 viability, CellTiter-Glo ATP luminescence, 72 h | Potency, µM (highest dose often 46.1 µM), for the others: at the top dose activity change, negative = cytotoxic, hits mostly cytotoxic | 400,000 compounds, 1.4% hits; further: on the % scale 0 is the no-effect control and ±100 the full control effect; nearly all actives have a fitted effect of over 60% in size
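KB-3-1 cells, DMEM (no phenol red) + 10% FBS; compound by pin transfer, 72 h, 37 °C. Readout: CellTiter-Glo luminescence after 10 min. Data normalized, curve-fitted.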
HT1080 IDH1KD tx – qHTS for induction of synthetic lethality in tumor cells producing 2HG: qHTS for the HT-1080-IDH1KD cell line; HT-1080 IDH1 knockdown viability, ATP luminescence, 48 h; Potency, µM (highest dose often 46.1 µM), without a hit: top-dose activity, negative = toxicity, actives largely listed as cytotoxic; 360,000 compounds, 2% hits; AID 686971, 2013;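 further: 0% = DMSO wells and -100% = cell-free medium wells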
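Knockdown cells (IDH1KD HT-1080) received compounds 2 h after plating at 750 cells/well and were kept 48 h at 37 °C in 5% FBS RPMI. A CellTiter-Glo luminescence read gave % activity for curve fitting.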
HT1080NT lethal – qHTS for induction of synthetic lethality in tumor cells producing 2HG: qHTS for the HT-1080-NT fibrosarcoma cell line; HT-1080-NT fibrosarcoma viability, CellTiter-Glo ATP luminescence, 48 h; Potency, µM (series often up to 46.1 µM), inactives show at the highest dose activity, negative = less viability, hits mostly cytotoxic; 360,000 compounds, 1.6% hits;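 further: NT is the 2HG producing partner of a matched IDH1 knockdown line; 0% = DMSO-treated cells and -100% = media-only wells without cells; nearly all actives have a fitted effect of over 55% in size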
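HT-1080-NT fibrosarcoma cells (2HG-overproducing), 750 cells/well in RPMI with 5% FBS, dosed after 2 h and incubated 48 h at 37C. CellTiter-Glo luminescence normalized to DMSO and no-cell wells; concentration-response curves fitted and classed.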
TDP-43 yeast inh – qHTS of TDP-43 Inhibitors; 410,000 compounds, 1.8% hits; Potency, µM (series often up to 46.1 µM), without a hit: top-dose growth rescue (activation), hits mostly activators; TDP-43 expressing yeast growth rescue, BacTiter-Glo, 24 h; further: % of control where 0% means no effect; nearly all actives have a fitted effect of over 50% in size
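Luminescence from BacTiter-Glo reports growth of TDP-43-expressing yeast after 24 hr at 30 deg C with compound. Cells were raffinose-pregrown to mid-log, then seeded in galactose medium at OD600=0.02.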
GLP1R cytotox – qHTS of GLP-1 Receptor Inverse Agonists: Cytotox Screen; HEK293 cAMP-luciferase reporter cells, luminescence, 24 h; Potency, µM (series often up to 38.3 µM), without a hit: at the top dose activity change, negative = inhibition, usual class: inhibitors; 410,000 compounds, 0.13% hits; AID 624418, 2012;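 further: loss of luciferase light is scored as toxicity; on the % scale 0 is the no-effect control and ±100 the full control effect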
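Step one: seed cells (200 cells/uL, DMEM with 10% Nu serum, 1% pen-strep). Step two: 12-hour incubation at 37 deg C. Step three: pin 23 nL compound, incubate 24 hr. Step four: add luciferase reagent, read luminescence 12 min later.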
Starred values were filed as active, the others as inactive; u = inconclusive; x = no result given; [ ] = remark or other dose. The call rests on the fitted dose curve; in most records, active means well fitted curve in the direction sought with a large enough effect; inconclusive means small, poorly fitted or top-dose-only effect, or another doubt; inactive means no such curve, though single readings can be large; an effect the other way counts as inactive or inconclusive. Potency means the concentration at half of the fitted maximal effect. Random draw from the library, and some 9.4% of all compounds hit somewhere here.

no. | canonical_smiles | GLP1R inv ag | SW480 rereplic | GLP1R ag | KB-V1 MDR tox | KB-3-1 cytotox
1 | COc1ccc(-c2ccc3c(c2)c(Sc2ccccc2)c(-c2ccccc2)n3C)cc1 | 10.2% | x | -4.4% | u | -15.4%
2 | CCOCCCNc1nc(C(F)(F)F)nc2c1nnn2Cc1ccccc1Cl | u | u | -5.5% | -19.4% | -27.5%
3 | CC#CC(=O)NC1CCCN(C2Cc3ccccc3C2)C1 (stereo not drawn) | -0.3% | -1.7% | 11.6% | 5.7% | -0.2%
4 | Cc1cc(=O)[nH]c(SCc2cccc(Br)c2)n1 | 7.3% | -1.8% | 6.9% | u | -18.4%
5 | O=C(c1ccco1)N1CCN(c2ncccn2)CC1 | 5.8% | -14.9% | -3.6% | 9.5% | -3.4%
6 | CC1CCN(C(=O)CSc2nnc(-c3ccccc3)o2)CC1 | 11.2% | x | x | -3.7% | -3.4%
7 | O=C(NCC(=O)N1CCN(C(=O)c2ccccc2)CC1)c1ccccc1 | 6.3% | -0.8% | 0.2% | 21.8% | 6.0%
8 | Cc1cccnc1NC(=O)C(C)Oc1ccccc1 (stereo not drawn) | -1.0% | 14.0% | -5.1% | 0.3% | 7.1%
9 | CCN(CC(=O)Nc1ccc(S(N)(=O)=O)cc1)S(=O)(=O)c1cc(C)ccc1OC | 11.6% | -1.9% | -14.2% | u | 0.8%
10 | COc1c(F)c(F)c(C(=O)Nc2ccc(NC(=O)c3ccco3)cc2)c(F)c1F | u | -3.1% | -14.6% | 0.0% | 11.4%
11 | O=C(CN1CCN(S(=O)(=O)c2ccccc2F)CC1)N1CCc2ccccc2C1 | -20.2% | -0.8% | -0.6% | -0.9% | 0.0%
12 | CC(C)(C)c1nnc2sc(SCC(=O)c3ccc4c(c3)OCCO4)nn2c1=O | 1.7%[7.66 µM] | 4.9% | 0.4% | u | -23.3%

no. | HT1080 IDH1KD tx | HT1080NT lethal | TDP-43 yeast inh | GLP1R cytotox
1 | 17.8% | 20.1% | 17.9% | 3.0%
2 | 0.0% | u | -16.7% | 22.6%
3 | -1.7% | -1.0% | 0.0% | -6.2%
4 | -0.7% | 0.6% | 3.8% | -1.1%
5 | 2.2% | 15.6% | 25.0% | 1.6%
6 | x | x | u | 3.1%
7 | 0.5% | 0.8% | 5.9% | 15.9%
8 | 9.4% | 8.9% | -3.0% | -7.1%
9 | 1.0% | -1.2% | 23.1% | -6.7%
10 | -18.2% | -17.9% | u | -10.5%
11 | -3.8% | -5.0% | -7.9% | 7.2%
12 | -3.8% | -14.5% | -13.1% | -0.2%[7.66 µM]

Compound profiles, as listed above:
COc1ccc(-c2ccc3c(c2)c(Sc2ccccc2)c(-c2ccccc2)n3C)cc1 across the screens: GLP1R inv ag: 10.2%; SW480 rereplic: x; GLP1R ag: -4.4%; KB-V1 MDR tox: u; KB-3-1 cytotox: -15.4%; HT1080 IDH1KD tx: 17.8%; HT1080NT lethal: 20.1%; TDP-43 yeast inh: 17.9%; GLP1R cytotox: 3.0%
CC#CC(=O)NC1CCCN(C2Cc3ccccc3C2)C1 (stereo not drawn) across the screens: GLP1R inv ag: -0.3%; SW480 rereplic: -1.7%; GLP1R ag: 11.6%; KB-V1 MDR tox: 5.7%; KB-3-1 cytotox: -0.2%; HT1080 IDH1KD tx: -1.7%; HT1080NT lethal: -1.0%; TDP-43 yeast inh: 0.0%; GLP1R cytotox: -6.2%

New compounds follow:
no. | canonical_smiles | GLP1R inv ag | SW480 rereplic | GLP1R ag | KB-V1 MDR tox | KB-3-1 cytotox
13 | CC1=C(C(=O)N2CCCCCC2)CC(CC(=O)NC(c2ccccc2)c2ccccc2)C(=O)N1Cc1ccccc1 (stereo not drawn) | u | x | 4.0% | u | 0.0%
14 | Cc1ccc(NC2=C(Cl)C(=O)OC2OC(=O)c2ccco2)cc1 (stereo not drawn) | -2.7% | 20.6µM* | -5.1% | 0.3% | 4.6%
15 | COC(=O)c1ccc(COc2ccc(C3C4=C(CCCC4=O)Nc4onc(C)c43)cc2)cc1 (stereo not drawn) | u | 0.2% | 11.3% | -1.3% | -2.6%
16 | Cc1cc(NCc2ccccc2)nc(-c2ccccc2O)n1 | u | -4.0% | 4.6% | 16.4µM* | u
17 | COc1ccc(S(=O)(=O)Nc2cccc3c2O[C@@H](CN(C)Cc2ccc(C(=O)O)cc2)[C@@H](C)CN([C@H](C)CO)C3=O)cc1 | 12.1% | -2.9% | -3.8% | 19.1% | 5.6%
18 | O=C1CCC(C(=O)OCC(=O)Nc2cc(Cl)ccc2F)=NN1 | -1.6% | -2.2% | 0.3% | 0.0% | 16.1%
19 | Cc1nc2ccccn2c1C(=O)N=Nc1c(O)[nH]c2ccccc12 | 85.0%[activator] | -9.8% | 4.3% | 9.4% | -0.6%
20 | CCOc1ccc(NS(=O)(=O)c2ccc(-c3cnc(C4CC4)o3)cc2)cc1 | u | 30.0% | 21.8% | 16.4µM* | u
21 | O=C(NCCOc1ccc(F)cc1)C1CCC(=O)N(CCc2ccccn2)C1 (stereo not drawn) | 2.4% | -12.9% | 0.2% | 1.2% | 4.6%
22 | CCCS(=O)(=O)N1CCCC(C(=O)N2CCN(c3ccccc3)CC2)C1 (stereo not drawn) | -11.5% | 0.9% | -17.3% | 5.0% | -3.6%
23 | N#Cc1ccsc1NC(=O)c1ccc(Cl)c([N+](=O)[O-])c1 | -25.3% | -23.8% | -16.2% | u | 17.5%
24 | O=C(NCc1ccc(F)cc1)c1cc(-c2ccc(Cl)cc2)n[nH]1 | -24.4% | x | x | -4.2% | -6.6%

no. | HT1080 IDH1KD tx | HT1080NT lethal | TDP-43 yeast inh | GLP1R cytotox
13 | 1.6% | 1.3% | 13.7% | 0.4%
14 | 10µM* | u | 17.2% | -7.8%
15 | -13.7% | -7.2% | -22.7% | -6.6%
16 | -23.0% | -15.1% | 11.2µM* | 10.8%
17 | 11.0% | 22.8% | 7.0% | 4.7%
18 | 5.0% | 2.9% | 14.1% | -8.7%
19 | 18.4% | 22.4% | 19.4% | 0.2%
20 | u | u | 35.5µM* | -17.2%
21 | -1.9% | -0.6% | -17.3% | 1.1%
22 | 6.0% | -4.7% | 8.3% | -7.0%
23 | -25.5% | -11.5% | -1.6% | -16.9%
24 | x | x | u | -10.2%

Entries listed so far printed as active in SW480 rereplic.
item	Molecule	SW480 rereplic	GLP1R ag
14	Cc1ccc(NC2=C(Cl)C(=O)OC2OC(=O)c2ccco2)cc1 (stereo not drawn)	20.6µM*	-5.1%

Next part.
no. | canonical_smiles | GLP1R inv ag | SW480 rereplic | GLP1R ag | KB-V1 MDR tox | KB-3-1 cytotox
25 | CC[C@]1(C(=O)OC)[C@H]2C(=O)N(Cc3ccccc3)C(=O)[C@H]2[C@H]2CN=C(SCC(=O)c3ccccc3)N21 | 12.3% | u | -1.4% | -13.8% | 0.0%
26 | Cc1ccc2nc(NC(=O)COC(=O)c3ccco3)sc2c1 | -0.3% | -4.2% | 9.9% | 0.6% | -8.2%
27 | N#Cc1c(N2CCCCC2)nc(N)c2c(N)nc(SCC(=O)O)cc12 | 11.5% | u | 7.2% | 4.8% | 1.0%
28 | Cc1ccc(-c2cc(-c3ccccc3O)nc(N/N=C/c3cccnc3)n2)cc1 | 0.0% | -1.4% | 0.4% | 7.6% | 5.9%
29 | CCOc1ccc(C(=O)CCC(=O)NC2=NCCS2)cc1 | 6.5% | -35.5%[inhibitor] | 11.5% | u | 9.6%
30 | Cc1nnc(C)n1/N=C/c1cccn1C | 14.5% | u | -3.4% | 0.0% | -5.1%
31 | CCn1cc(CCC(=O)NCc2cccc(OC)c2OC)c2ccccc21 | u | 0.6% | 4.4% | -7.3% | -1.9%
32 | Cc1ccc2nc(COc3ccccc3NC(=O)COc3ccccc3Cl)cc(=O)n2c1 | -1.3% | x | x | u | 7.5%
33 | CCCCCOC(=O)C1[C@H]2C(=O)N(c3ccccc3CC)C[C@]23C=C[C@H]1O3 (stereo partly drawn) | -14.6% | -3.8% | 16.0% | 0.5% | -0.9%
34 | O=C(/C=C/c1ccccc1)Nc1cccc(C(=O)NCCCc2ccccc2)c1 | u | u | 2.2% | u | -12.0%
35 | Cc1cccc(C(=O)Nc2ccccc2C(=O)OCc2cc(=O)n3nc(C4CC4)sc3n2)c1 | -2.4% | x | x | 9.5% | -3.9%
36 | CCN(Cc1ccccc1)S(=O)(=O)c1cc(C(=O)NC2CCCCCC2)ccc1OC | 2.24µM* | u | -2.1% | u | u
37 | COc1ccccc1N1CCN(C2CCC(C)CC2)CC1 (stereo not drawn) | -5.1% | -12.0% | -3.9% | 1.8% | 0.7%

no. | HT1080 IDH1KD tx | HT1080NT lethal | TDP-43 yeast inh | GLP1R cytotox
25 | -5.8% | -3.3% | -4.1% | -16.1%
26 | -5.6% | -3.2% | 14.2% | -5.6%
27 | u | u | -2.5% | 53.6%[activator]
28 | -3.3% | u | 3.0% | 1.8%
29 | 10.2% | 17.5% | -21.6% | -4.9%
30 | 21.0% | 11.8% | 5.5% | 12.0%
31 | 2.8% | 6.4% | 3.7% | 9.2%
32 | x | x | 21.5% | 2.9%
33 | 8.6% | 4.7% | 5.3% | -1.7%
34 | -4.8% | -3.6% | 16.5% | u
35 | x | x | 8.8% | -3.7%
36 | -0.7% | -5.5% | 16.4% | -7.3%
37 | 3.8% | 4.4% | -0.2% | -3.4%
